# GASC-1 inh = inhibitors of human GASC-1 (JMJD2C) demethylase; Q9H3R0; GST-JMJD2C(1-420) H3K9me3 demethylation, DELFIA europium; inhibition, % at 2.35 µM; actives 0.069% (n = 330,000);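 active = more than half of a compound's replicate wells show inhibition beyond 50%, single wells judged on their own value; inconclusive = some, but no more than half, of replicates pass 50% inhibition; inactive = no replicate passes 50% inhibition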;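 note: signal counts dimethyl H3K9 product captured on neutravidin plate; 0% = median of DMSO wells and 100% = 0.3 times that DMSO median; strong numbers were not always called active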
# Target sequence (Q9H3R0 1-420 limits assumed): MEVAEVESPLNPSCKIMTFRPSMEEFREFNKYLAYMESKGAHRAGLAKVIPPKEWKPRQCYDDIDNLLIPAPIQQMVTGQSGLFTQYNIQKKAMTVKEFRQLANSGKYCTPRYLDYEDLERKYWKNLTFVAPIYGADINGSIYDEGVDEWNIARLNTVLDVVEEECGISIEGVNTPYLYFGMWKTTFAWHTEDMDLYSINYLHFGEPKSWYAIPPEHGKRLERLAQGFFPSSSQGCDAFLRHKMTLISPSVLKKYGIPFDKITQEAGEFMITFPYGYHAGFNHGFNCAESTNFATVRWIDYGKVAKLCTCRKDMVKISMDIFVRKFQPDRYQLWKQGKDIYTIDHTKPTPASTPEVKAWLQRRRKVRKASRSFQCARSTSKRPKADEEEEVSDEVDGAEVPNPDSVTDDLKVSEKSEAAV
# Starred values were filed as active, the others as inactive; u = inconclusive. Only part of the results is shown; rates above refer to the full screens.
SMILES,GASC-1 inh
CCCN(CCC)CC(O)Cn1cc(/C=C/C(=O)c2ccccc2)c2ccccc21 (centres undefined),13
COC(=O)c1c(NC(=O)c2ccc(C)o2)sc2c1CCCCC2,11
COc1ccc(C[C@H]2CN3C(=NC[C@@H]3Cc3ccccc3)N2C[C@H](C)NC(=O)CCC2CCCCC2)cc1,-13
O=C(CSc1nnc(SCc2ccccc2)s1)N/N=C/c1c[nH]c2ccccc12,24
CCC(=O)N1CCN(c2ccc(NC(=O)c3ccco3)cc2Cl)CC1,-1
Cn1c(-c2ccc(F)cc2)cnc1NCc1ccc(F)cc1F,-8
Cc1ccc(C)n1CCN1CCN(CC(=O)Nc2cc(C(F)(F)F)ccc2Cl)CC1,-11
O=C(Nc1ccc2c(c1)CCC2)c1ncoc1-c1ccccc1F,-8
O=C(CSCc1cnn(-c2ccccc2)c1-n1cccc1)NCc1ccc2c(c1)OCO2,25
c1ccc(-c2nnsc2-c2nc3ccccc3[nH]2)cc1,-15
O=C(Nc1ccc2c(c1)OCO2)c1cc2nc(C3CC3)cc(C(F)(F)F)n2n1,-21
COc1cccc(OC)c1NC(=O)C1CCCN1C(=O)Nc1ccccc1F (centres undefined),-1
Cc1ccc(-n2nc(-c3ccco3)cc2C(=O)O)c(C)c1,-10
C#CCOCCOCCOCCNc1nc(N2CCN(C(=O)[C@H](CCC(=O)O)n3cc(C(N)Cc4ccc(O)cc4)nn3)CC2)nc(N2CCN(C(=O)[C@H](Cc3ccc(O)cc3)n3cc(C(N)CC(C)C)nn3)CC2)n1 (some centres undefined),6
Cc1ccc(Cl)cc1N1CCN(C(=O)c2cccc3c(=O)c(C)c(-c4ccccc4)oc23)CC1,-7
O=C(CCN1C(=O)C2C3CCC(C3)C2C1=O)Nc1ccc(Cl)cc1Cl (centres undefined),9
COc1cc(NC(=O)c2cnn3c(C)cc(C)nc23)c(OC)cc1Cl,-8
Cc1cnc(NC(=O)c2c(O)c3cccc4c3n(c2=O)CCC4)s1,-16
COc1ccccc1OCc1nnc(SCC(=O)N2CCCCC2)o1,-6
Cc1ccc(S(=O)(=O)c2nc(-c3ccccc3)oc2NCCCN2CCOCC2)cc1,-2

# Next part, starting with the last 6 of the part before.
SMILES,GASC-1 inh
Cc1ccc(Cl)cc1N1CCN(C(=O)c2cccc3c(=O)c(C)c(-c4ccccc4)oc23)CC1,-7
O=C(CCN1C(=O)C2C3CCC(C3)C2C1=O)Nc1ccc(Cl)cc1Cl (centres undefined),9
COc1cc(NC(=O)c2cnn3c(C)cc(C)nc23)c(OC)cc1Cl,-8
Cc1cnc(NC(=O)c2c(O)c3cccc4c3n(c2=O)CCC4)s1,-16
COc1ccccc1OCc1nnc(SCC(=O)N2CCCCC2)o1,-6
Cc1ccc(S(=O)(=O)c2nc(-c3ccccc3)oc2NCCCN2CCOCC2)cc1,-2
Cc1nnc(C)c2c(C)n(-c3ccc(Br)cc3)c(C)c12,-1
CCc1ccc(NC(=O)CSc2nccn(-c3ccc4c(c3)OCCO4)c2=O)cc1,-10
COc1ccc(N(CC(=O)NCc2ccco2)C(=O)CCC(=O)Nc2ccccn2)cc1,7
NC(=O)CC(NC(=O)c1cccc(Br)c1)c1ccc(NCCN2CCOCC2)c([N+](=O)[O-])c1 (centres undefined),-31
CCCCOc1ccccc1NC(=O)c1scc2c1OCCO2,-17
O=C(N1CCOCC1)N1CCN(c2nc(-c3ccccc3)cs2)CC1,22
COc1ccc(-c2nc(N)n(C(=O)c3ccccc3)n2)cc1,-6
O=C(COc1ccc(S(=O)(=O)NCc2ccccc2)cc1)NCc1cccnc1,-3
CCC(=Nc1ccccc1)C1=C(O)CC(C)(C)CC1=O,-7
COc1ccc(S(=O)(=O)N2CCN(C(=O)COc3ccc4c(C)cc(=O)oc4c3)CC2)cc1,-1
CCC(=O)NNC(=O)CCC(=O)Nc1ccccc1,-9
Cc1cc(NCCN2CCCCC2)n2c(nc3ccccc32)c1C#N,5
COCCn1nnnc1C(c1ccc(C)cc1)N1CCN(Cc2ccc3c(c2)OCO3)CC1 (centres undefined),5
Cc1ccc2c(C)cc(=S)[nH]c2c1,-3
COc1ccc(CN2CCC(n3nccc3NC(=O)CCc3ccccc3)CC2)c(C)c1C,-4
CCCCn1c(SCC(N)=O)nnc1-c1cc(OC)c(OC)c(OC)c1,6
Cc1ccc(S(=O)(=O)N(C)c2ccc(OCC(=O)Nc3nnc(C4CC4)s3)cc2)cc1,-1
CN1C(=S)N(c2cccnc2)C(=O)/C1=C\c1ccc(N(C)C)cc1,-4
CC1(C)CC(=O)C(C=Nc2cccc(/N=C/C3=C(O)CC(C)(C)CC3=O)n2)=C(O)C1,u
COc1ccccc1CNc1ncc(-c2ccccc2)n1C,-5

# Quoted at random: 2 records from the list.
SMILES,GASC-1 inh
Cc1ccc(S(=O)(=O)c2nc(-c3ccccc3)oc2NCCCN2CCOCC2)cc1,-2
Cc1ccc(-n2nc(-c3ccco3)cc2C(=O)O)c(C)c1,-10

# The list continues:
SMILES,GASC-1 inh
O=C(O)c1cccc(NC2=C(Cl)C(=O)c3ccccc3C2=O)c1,-8
CCN1C(=O)/C(=C2\SC(N3CCOCC3)=NC2=O)c2ccccc21,3
Cc1c(N=C2C=CC(=O)c3ccccc32)c(=O)n(-c2ccccc2)n1C,-7
CCCCCC(=O)Nc1cccc(C2=NOC3(C2)C[C@H](C(N)=O)N(C(=O)CC#N)C3)c1 (some centres undefined),-4
COCCCn1cnc2c(c1=O)c1nc3ccccc3nc1n2CCc1ccccc1,u
COc1ccc(N(CC(=O)NC2CCCC2)C(=O)Cn2nnc(-c3ccc(C)o3)n2)cc1,-8
CCn1c2ccccc2c2cc(NC(=O)COC(=O)Cc3cn4ccsc4n3)ccc21,-10
COc1cc(C2/C(=C(\O)c3ccc4c(c3)CC(C)O4)C(=O)C(=O)N2CC2CCCO2)cc(OC)c1OC (centres undefined),u
O=C(Nc1ccc(N2CCOCC2)cc1)c1cnsn1,11
O=S(=O)(c1ccccc1)N1CCN(c2ncnc3sc(-c4ccccc4)cc23)CC1,14
CC(=O)CSc1nnc(-c2cnccn2)n1-c1ccccc1,11
CC1CN(S(=O)(=O)c2ccccc2)C(C)CN1S(=O)(=O)c1ccccc1 (centres undefined),-25
Fc1ccc(-c2cnn3c(-c4cccs4)ccnc23)cc1,-18
Cc1ccc(-c2nnn(CC(=O)Nc3ccccc3-c3ccccc3)n2)c(-n2cnnn2)c1,1
CCCCCCCCCC[n+]1cccc2c3ccccc3ccc21,-36
Cc1ccc(C2CC(C(F)(F)F)n3nc(C(=O)NCC4CCCO4)cc3N2)cc1 (centres undefined),-1
CCCCn1c(=NC(=O)c2cccnc2)c(C(=O)OCC)cc2c(=O)n3ccccc3nc21,0
O=C(Cn1c(=O)n(CCC(=O)N2CCc3ccccc3C2)c(=O)c2ccccc21)NCC1CCCO1 (centres undefined),8
Nc1cc(-c2ccc(Br)cc2)nn1Cc1ccccc1,1
CCN(CC)c1ccc(/C=N/Nc2nc3ccccc3[nH]2)cc1,3
COc1ccc(C(=O)/C=C/C(=O)N(CC(=O)NC2CCCCC2)Cc2ccccc2OC)c(O)c1,7
COc1nc2ccccc2nc1N1CCN(Cc2ccc3c(c2)OCO3)CC1,1
CC(=O)c1ccc(-c2ccccc2[C@H]2[C@H]3C=CC[C@@H](C)[C@@H]3C(=O)N2Cc2ccccc2)cc1,-13
Cc1ccc(S(=O)(=O)NCC(=O)N(CC(=O)NC2CCCC2)c2ccc3c(c2)OCCO3)cc1,1
COc1cc([C@@H]2c3cc4c(cc3[C@@H](NC3CCN(Cc5ccccc5)CC3)[C@H]3COC(=O)[C@H]23)OCO4)cc(OC)c1O,5
CN(Cc1ccccc1Cl)C(=O)C1CCC(=O)N(C2CCCCCC2)C1 (centres undefined),-9
CCCC(=O)NCn1nnc(-c2ccc(Cl)cc2)n1,-23
COc1cc([N+](=O)[O-])ccc1-c1ccc(/C=N/NC(=O)c2ccccc2O)o1,0
Cc1cc(N2CCN(c3ccccn3)CC2)n2c(nc3ccccc32)c1C#N,u
Cc1cc2c(SCC(=O)NCC3CCCO3)ncnc2s1 (centres undefined),-19
CCCCc1nc2cc(C(=O)N3CCC(O)CC3)ccc2o1,-16
COc1ccc(CC(=O)Nc2ccc(C(=O)Nc3nccs3)cc2)cc1OC,9
CCC(OC(=O)CN1C(=O)C(=O)c2ccccc21)C(=O)Nc1ccccc1OC (centres undefined),-1
CC1CCC(NC(=O)c2ccc(/C=C3\Oc4ccccc4N(C)C3=O)cc2)CC1 (centres undefined),5
Cc1ccc([N+](=O)[O-])cc1NC(=S)NC(=O)c1c(Cl)cnn1C,-12
O=C(c1cccc(NS(=O)(=O)c2cccc(F)c2)c1)N1CCCC1,24
CC1CCN(S(=O)(=O)c2cn(CC(=O)N3CCN(C)CC3)c(=O)c3ccccc23)CC1,17
O=C(O)CCCCCN=C1CCc2ccccc2N1,5
Cc1ccc(S(=O)(=O)Nc2cc(=O)[nH]c(SCC(=O)Nc3cccc(C(F)(F)F)c3)n2)cc1,-8
COc1ccc(CCNC(=O)CSc2nc3[nH]ncc3c(=O)n2-c2ccc(C)c(Cl)c2)cc1OC,0
Cc1ccnc(NC(=O)CCN2C(=O)c3ccccc3S2(=O)=O)n1,5
Cc1ccc2c(CN3CCCCC3C)cc(=O)oc2c1C (centres undefined),2
COC(=O)c1ccc2c(c1)N(Cc1nc(-c3cccc(C)c3)oc1C)C(=O)C1CCCN21 (centres undefined),17
O=C(O)CCNC(=O)c1ccc(N=Nc2ccc(O)c(C(=O)O)c2)cc1,-19
O=C(NCCCN1CCN(c2cccc(Cl)c2)CC1)C1CCC(=O)N1Cc1ccccc1Cl (centres undefined),-13
CC(=O)Nc1ccc(NC(=O)COc2ccccc2C(=O)Nc2cccc(Cl)c2Cl)cc1,0
Cc1ccc([N+](=O)[O-])cc1NC(=O)CN(C1CCCCC1)S(=O)(=O)c1ccc(Cl)cc1,-7
Cc1ccccc1C(=O)Nc1ccnn1C1CCN(Cc2c(C)n(C)c3ccccc23)CC1,-2
COc1ccc(C(=O)N/N=C/C(=O)c2ccccc2)cc1,7
COc1ccc(CN(CC(=O)NCC2CCCO2)C(=O)CCC(=O)Nc2cc(C)ccn2)cc1 (centres undefined),-10
COc1ccc(-n2cnc3cc([N+](=O)[O-])ccc32)cc1,3
NC(=O)c1sc2nc3c(c(-c4cccs4)c2c1N)CCCC3,-4
Clc1ccc(C2[C@H]3CN(Cc4ccc(-c5ccccc5)cc4)[C@H](c4ccccc4)C34CC2(c2cccnc2)C4)cn1 (some centres undefined),-16
COc1ccc(/C=C/C(=O)c2cc(F)ccc2OC(=O)c2ccccc2OC)cc1OC,-21
CCCCCCCCCn1c2c(c(=N)c3c1CCC3)CCCC2,-3
Cc1cc(NCc2ccccn2)n2c(nc3ccccc32)c1C#N,-7
O=C(Nc1nnc(-c2ccccc2)s1)c1ccc(Cl)c(S(=O)(=O)N2CCOCC2)c1,-7
COCc1cc(CNC(=O)C2CCC(=O)N(Cc3cccc(OC)c3)C2)[nH]n1 (centres undefined),-3
Cc1ccccc1NC(=O)C(=Cc1ccc(C(=O)O)cc1)C(=O)Nc1ccccc1C,5
CC1CN(C(=O)c2cc(S(=O)(=O)N3CCCC3)ccc2Cl)CC(C)O1 (centres undefined),3
# Following part:
SMILES,GASC-1 inh
CN(CCc1cn[nH]c1)C(=O)C1CCC(=O)N(CC2CCCCC2)C1 (centres undefined),-4
COC(=O)c1ccn(Cc2ccccc2Cl)n1,2
COc1cccc(C2NC(=O)NC(C)=C2C(=O)Nc2ccccc2C)c1 (centres undefined),11
CC(C)COCC1CC2(CC(C)(c3csc(N)n3)OC2=O)C(=O)O1 (centres undefined),-8
CCOC(=O)c1c(C)[nH]c2c1-c1ccccc1C(=O)C2=O,-7
Cc1cc(C)n(CC(C)NC(=O)c2cc(COc3ccc(F)c(F)c3)on2)n1 (centres undefined),-6
CC1CCCN(c2ccc([N+](=O)[O-])s2)C1 (centres undefined),5
O=C(CSc1nnc(-c2ccncc2)o1)N1CCCCCC1,-6
Cc1ccc(O)c(NC2=C(Cl)C(=O)N(Cc3ccccc3)C2=O)c1,u
CN(C)c1cc(N/N=C/c2ccc(Cl)cc2)nc(N(C)C)n1,3
c1ccc2c(c1)oc1c(N3CCN(Cc4ccc5c(c4)OCO5)CC3)ncnc12,-11
Cc1cc(C)cc(OCC(=O)O/N=C(\N)c2cccnc2)c1,-16
COC(=O)c1cc(OC)c(OC)cc1NC(=O)c1ccoc1C,-19
CCCCCCCCn1c2c(c(=N)c3ccccc31)CCC2,-16
CCOc1ccc(S(=O)(=O)N2CCCCC2)c(C)c1C,-4
O=C(/C=C/c1cn(CC(O)CN2CCCCC2)c2ccccc12)c1ccccc1 (centres undefined),8
OCC1(CCc2ccccc2)CCN(Cc2ccc(OC(F)F)cc2)CC1,-2
COc1ccc(CC(=O)Nc2nnc(C(C)C)s2)cc1,9
O=C(CSc1ccsc1[N+](=O)[O-])Nc1cccc(F)c1,17
CCCCC(c1nnnn1CCOC)N1CCN(C(=O)c2ccco2)CC1 (centres undefined),11

# Four structures from above, sorted by length of the SMILES, smallest number first:
SMILES,GASC-1 inh
Cc1cc(C)cc(OCC(=O)O/N=C(\N)c2cccnc2)c1,-16
CCOC(=O)c1c(C)[nH]c2c1-c1ccccc1C(=O)C2=O,-7
CC(C)COCC1CC2(CC(C)(c3csc(N)n3)OC2=O)C(=O)O1 (centres undefined),-8
O=C(/C=C/c1cn(CC(O)CN2CCCCC2)c2ccccc12)c1ccccc1 (centres undefined),8

# Source: PubChem BioAssay (Broad Institute)
